# AmpC inh det: Promiscuous and Specific Inhibitors of AmpC Beta-Lactamase (assay with detergent). Potency, µM (series often up to 28.7 µM), for inactives: top-dose activity change, negative = inhibition. 71,000 tested, 0.09% active. P00811. AID 584, 2007. purified AmpC, nitrocefin hydrolysis with detergent; active = well fitted curve in the direction sought with a large enough effect
# Target sequence (P00811 whole entry, looked up): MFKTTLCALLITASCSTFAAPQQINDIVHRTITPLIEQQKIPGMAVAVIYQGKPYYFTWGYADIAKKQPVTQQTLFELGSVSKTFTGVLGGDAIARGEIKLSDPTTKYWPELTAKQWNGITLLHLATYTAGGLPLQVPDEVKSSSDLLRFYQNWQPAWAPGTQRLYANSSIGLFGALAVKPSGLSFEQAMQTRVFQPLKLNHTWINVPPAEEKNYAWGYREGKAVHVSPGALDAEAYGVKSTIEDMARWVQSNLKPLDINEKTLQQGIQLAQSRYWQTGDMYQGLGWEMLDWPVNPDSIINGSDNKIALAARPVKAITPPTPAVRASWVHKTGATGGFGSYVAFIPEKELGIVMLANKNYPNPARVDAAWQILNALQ
#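 E. coli AmpC (5.3 nM) in 20 mM phosphate pH 7.0 with 0.01% Triton X-100, preincubated 15 min RT with compound; nitrocefin (2 uL of 800 uM stock) hydrolysis followed by 480 nm absorbance every 20 s over 4 min.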
# Starred values were filed as active, the others as inactive; [ ] = remark or other dose. % is scaled to controls: 0 for no effect and ±100 for the full control effect; potency is read from the fitted curve at half-maximal effect.
SMILES,AmpC inh det
Cc1ccc(Cn2c(CN3CCOCC3)nc3c2c(=O)[nH]c(=O)n3C)cc1,2%
c1ccc(-c2nnc(-c3cccc(-c4nnc(-c5ccccc5)o4)c3)o2)cc1,-5%
O=C(Nc1cccc(F)c1)c1cc(S(=O)(=O)N2CCC(C(=O)O)CC2)ccc1F,29%
COc1ccc(-c2nc(CS(=O)CC(=O)NCC3CCCO3)c(C)o2)cc1 (stereo not given),12%
COc1cc2c(cc1OC)-c1cc(OCCN3CCOCC3)nc(=O)n1CC2,-2%
Cc1cc(NS(=O)(=O)c2ccc(NC(=O)CCN3C(=O)c4ccccc4C3=O)cc2)no1,-4%
COC(=O)c1ccc(C(=O)OC)c(NC(=O)CCc2ccc(C)o2)c1,-6%
O=S(=O)(O)c1nc2ccccc2n1CCOc1ccccc1,-1%
CCCn1c(=N)n(CCOc2ccc(OC)cc2)c2ccccc21,13%
CCN(CC)c1nc(N)c2c(N)nc3c(c2c1C#N)CC(c1ccccc1)O3 (stereo not given),-6%
O=C(CSc1nnc(-c2ccco2)n1-c1ccccc1)NCCc1ccccc1,21%
COc1ccc(N2C(N)=C(C#N)C(c3cccnc3)C3=C2CC(C)(C)CC3=O)cc1 (stereo not given),-3%
O=C(Nc1ccc(Cl)cc1)Nc1ccccc1C(=O)NCc1ccco1,-2%
COC(=O)CCC(=O)OC,12%
O=C(c1ccco1)N1CCn2c1nc1ccccc12,-3%
CCOCC(O)CS(=O)(=O)c1ccccn1 (stereo not given),-2%
Cc1cc(C)nc(NC(=O)NS(=O)(=O)N2CCCCCC2)n1,1%
CCC(C)=O,8%
CC(=O)Cc1nsc(NC(=O)c2csc3c2CCCC3)n1,-8%
CN(c1ccccc1)c1ccc(/C=c2\s/c(=C(/C#N)C(=O)C(C)(C)C)n(Cc3ccco3)c2=O)cc1,15%
Cc1ccc(C(=O)Nc2c(C(=O)N3CCOCC3)cnn2-c2ccccc2)cc1,-3%
Cc1ccc2cc(CN(Cc3ccc(F)cc3)Cc3nnnn3C3CCCC3)c(=O)[nH]c2c1,-4%
O=C1OC(=O)c2cc([N+](=O)[O-])ccc21,7%
c1ccc(C2NCc3ccccc3-n3cccc32)cc1 (stereo not given),14%
COc1cccc(NC(=O)N[C@@H](Cc2ccccc2)C(=O)O)c1,-4%

# A second format for some results above:
smiles	AmpC inh det
CCN(CC)c1nc(N)c2c(N)nc3c(c2c1C#N)CC(c1ccccc1)O3 (stereo not given)	-6%
O=C(CSc1nnc(-c2ccco2)n1-c1ccccc1)NCCc1ccccc1	21%
COc1ccc(N2C(N)=C(C#N)C(c3cccnc3)C3=C2CC(C)(C)CC3=O)cc1 (stereo not given)	-3%
O=C(Nc1ccc(Cl)cc1)Nc1ccccc1C(=O)NCc1ccco1	-2%
COC(=O)CCC(=O)OC	12%
O=C(c1ccco1)N1CCn2c1nc1ccccc12	-3%
CCOCC(O)CS(=O)(=O)c1ccccn1 (stereo not given)	-2%
Cc1cc(C)nc(NC(=O)NS(=O)(=O)N2CCCCCC2)n1	1%
CCC(C)=O	8%
CC(=O)Cc1nsc(NC(=O)c2csc3c2CCCC3)n1	-8%
CN(c1ccccc1)c1ccc(/C=c2\s/c(=C(/C#N)C(=O)C(C)(C)C)n(Cc3ccco3)c2=O)cc1	15%
Cc1ccc(C(=O)Nc2c(C(=O)N3CCOCC3)cnn2-c2ccccc2)cc1	-3%
Cc1ccc2cc(CN(Cc3ccc(F)cc3)Cc3nnnn3C3CCCC3)c(=O)[nH]c2c1	-4%
O=C1OC(=O)c2cc([N+](=O)[O-])ccc21	7%
c1ccc(C2NCc3ccccc3-n3cccc32)cc1 (stereo not given)	14%
COc1cccc(NC(=O)N[C@@H](Cc2ccccc2)C(=O)O)c1	-4%

# Later entries.
SMILES,AmpC inh det
Cc1noc(C)c1-c1cncnc1NCc1ccccc1,8%
CC1Cc2ccccc2N1C1=NS(=O)(=O)c2ccccc21 (stereo not given),-2%
CC1=CC2(C#N)C3(N=C(N)C2(C#N)C(c2ccccc2)N1)OCCO3 (stereo not given),-2%
COc1cc2c(cc1OC)[C@]13CC[N@+]4(C)CC5=CCO[C@H]6CC(=O)N2[C@@H]1[C@@H]6[C@@H]5C[C@]34O,-2%[5.75 µM]
CS(=O)(=O)N1CCN(c2ccccc2NC(=O)c2ccc(-c3ccc(Cl)cc3Cl)o2)CC1,-1%
CCCOc1ccc(C(=O)CCN2CCCCC2)cc1,11%
CCc1ccc(NC(=O)CSc2nc3c(c(=O)n(C)c(=O)n3C)n2C)cc1,12%
Cc1ccc(-n2c(SCC(=O)Nc3ccc4c(c3)OCO4)nnc2-c2ccoc2C)cc1,-2%
O=C(CC(C(=O)N1CCc2ccccc21)n1ccnc1)NCc1cccnc1 (stereo not given),-1%
COc1ccc(N(Cc2cc3ccccc3[nH]c2=O)C(=O)C2CCCO2)cc1 (stereo not given),-2%
COCCn1c(N)c(S(=O)(=O)c2cccs2)c2nc3ccccc3nc21,-2%
O=C(CSc1ccc(Cl)cc1)Nc1ccc(N2CCN(C(=O)c3ccco3)CC2)cc1,-2%
COc1cc(NC(=O)c2csc3c2CCCC3)ncn1,-4%
CCN1CCN(C(=O)c2cc3c(-c4ccc(Cl)cc4)nn(C)c3s2)CC1,9%
O=C(O)c1cccc(N2CCCCS2(=O)=O)c1,1%
CC(C)C1Cc2[nH]c(=O)c(C(=O)O)cc2CO1 (stereo not given),-5%
NC(=S)c1ccc[n+]([C@@H]2O[C@@H](COP(=O)([O-])OP(=O)(O)OC[C@@H]3O[C@@H](n4cnc5c(N)ncnc54)[C@@H](OP(=O)(O)O)[C@H]3O)[C@@H](O)[C@H]2O)c1,-3%
O=S1(=O)N=C2CCCN2C(c2ccc(F)cc2)N1 (stereo not given),18%
N#CC1=C(N)N2C(=C(C#N)C13CCN(Cc1ccccc1)CC3)Nc1ccccc12,-1%
CCN(CC(=O)NC1CCS(=O)(=O)C1)C(=O)C(c1ccccc1)c1ccccc1 (stereo not given),-2%
CC(C)=CCc1c(O)cc(O)c2c1O[C@H](c1ccccc1)CC2=O,3%
Cc1ccc(-c2cc(-c3ccc(C)o3)nc(N)c2C#N)cc1,-3%
COCCNC(C)C(=O)Nc1ccc(Br)cc1 (stereo not given),14%
CCN(CC)S(=O)(=O)c1ccc(NC2c3ccccc3C(=O)N2Cc2ccc3c(c2)OCO3)cc1 (stereo not given),15%
O=C1c2ccccc2C(=O)N1c1cccc(-c2nc3ccccc3o2)c1,6%
SMILES,AmpC inh det
COC(=O)CN1C(=O)C(O)(CC(=O)c2ccc(C)cc2)c2cc(Br)ccc21 (stereo not given),10%
Cc1cc(NC(=O)C2CC(c3ccc(F)cc3)=NO2)n(-c2ccccc2)n1 (stereo not given),12%
COc1cccc(Oc2coc3c(CN4CCOCC4)c(O)ccc3c2=O)c1,-2%
O=c1cccc2n1C[C@@H]1C[C@H]2CN2CCCC[C@H]12,-2%
Cc1csc2ncc(C(=O)NCc3ccc4c(c3)OCO4)c(=O)n12,11%
Cc1ccc(Cn2c(=N)n(CC(O)c3ccco3)c3ccccc32)cc1 (stereo not given),-7%
CCOc1ccc(C(CC(=O)O)NC(=O)COc2ccccc2)cc1 (stereo not given),1%
CCn1c(SCC(=O)OC)nc2sc3c(c2c1=O)CCC3,11%
Cc1cc(=O)[nH]c(SCC(=O)NCc2ccco2)n1,-3%
Cn1c(COc2ccccc2)nnc1SCCN1CCOCC1,-3%
O=C(NCCN1CCOCC1)c1ccc(CS(=O)(=O)c2c(Cl)cccc2Cl)o1,5%
CCNC(=O)c1c(O)c2ccccc2[nH]c1=O,4%
CCNc1ncc2nc(-c3ccccc3)c(=O)n(CCOC)c2n1,-2%
COc1ccc(CNC(=O)c2cc(-c3ccccc3OC)on2)cc1,-6%
O=C(C1CCCN(Cc2cccnc2)C1)N1CCCCC1 (stereo not given),-2%
COc1cc(OC)c(C#N)c(S(=O)Cc2ccccc2)c1 (stereo not given),0%
c1nc2sc3c(c2c2nnnn12)CCC3,6%
Fc1cc(F)c2nc(N3CCCCC3)sc2c1,4%
CCOc1ccccc1Nc1nnc(C)c(=O)[nH]1,-2%
O=c1c2[nH]c3ccc(Br)cc3c2ncn1CCCn1ccnc1,-1%
CCOc1ncccc1C(=O)Nc1ccc(Cl)cc1,0%
COc1cc(C(=O)N2CCC(n3cnc4cc(F)ccc43)CC2)cc(OC)c1OC,-3%
CSCCC1NC2(C(=O)Nc3ccc(Cl)cc32)[C@@H]2C(=O)N(C3CCCC3)C(=O)[C@H]12 (stereo not given in full),-1%
Nc1nc(C(=O)O)c(N=Nc2ccccc2)c(=O)[nH]1,-2%[5.75 µM]
On1cnnc1-c1ccccc1,8%
SMILES,AmpC inh det
Cc1ccc2[nH]c(=O)c(CN(Cc3ccc4c(c3)OCO4)Cc3nnnn3Cc3ccco3)cc2c1,1%
c1ccc(COc2ccc(Oc3nc(N4CCCCC4)nc(N4CCOCC4)n3)nn2)cc1,-8%
CCOc1ccc2nc(NC(=O)c3ccc(S(=O)(=O)N4CCOCC4)cc3)sc2c1,-3%
CC(=O)OC1c2c(ccc3ccc(=O)oc23)OC(C)(C)C1OC(=O)CC(C)C (stereo not given),7%
CSc1nsc(NC(=O)Cc2ccccc2)n1,-2%
CCN1C(=O)CSc2ccc(C(=O)NC3CCCCC3)cc21,-1%
CCOC(=O)c1ccc(NC(=O)N2CCN(Cc3cccc(F)c3)CC2)cc1,-3%
CCN(CC)C(=O)CSc1nnc2sc3ccccc3n12,-2%
CS(=O)(=O)c1ccc(N)cc1,10%
CS(=O)(=O)N(CC(=O)NCC1CCCO1)c1cc(Cl)cc(Cl)c1 (stereo not given),0%
CCN1C[C@]2(COC(=O)c3ccccc3N3C(=O)C[C@H](C)C3=O)CC[C@H](OC)[C@@]34[C@@H]5C[C@H]6[C@H](OC)[C@H]5[C@](O)(C[C@@H]6OC)[C@@](O)([C@@H](OC)[C@@H]23)[C@@H]14,0%
COC(=O)[C@@]1(Cc2ccc(F)cc2)[C@H]2c3cc(C(=O)N4CCCC4)n(Cc4ccc(OC(F)(F)F)cc4)c3C[C@H]2CN1C(=O)c1ccccc1,0%
COc1ccc(-c2nn3c(-c4ccco4)nnc3s2)cc1OC,-2%
CCCCCCOC(=O)C(C#N)c1nc2ccccc2nc1N1CCN(C)CC1 (stereo not given),-3%
O=C(O)C1C(c2ccccc2)C(C(=O)OCCCO)C1c1ccccc1 (stereo not given),-5%
COc1ccccc1N1CCN(c2nc(-c3ccccc3)cc(C(F)(F)F)n2)CC1,-3%
COc1ccc(CCNS(=O)(=O)c2ccc(C(=O)NCc3ccco3)cc2)cc1OC,0%
Cc1cc(N2C(=O)C3CCCN3C2c2ccc(Cl)c(Cl)c2)no1 (stereo not given),-1%
COc1ccccc1NC(=O)CN1C(=O)C(C)Oc2ccccc21 (stereo not given),7%
COc1ccc(-c2cn3cccnc3n2)cc1NC(=O)C1CC1,-3%
COc1ccc(-c2nc(CS(=O)(=O)CC(=O)NCCc3cc(OC)ccc3OC)c(C)o2)cc1,-2%
Cn1c(=O)cnc2cnc(Oc3ccccc3)nc21,-2%
CS(=O)(=O)c1ccc2nc(NC(=O)Oc3ccccc3)sc2c1,7%
Cc1nc(N(C)C)c2sc(=S)n(C)c2n1,7%
c1ccc2c(-c3nc(C4CCCCC4)no3)cc(-c3ccncc3)nc2c1,0%
SMILES,AmpC inh det
CCC12CC3CC(C1)CC(C(=O)O)(C3)C2,-3%
CCc1c(C)nc2[nH]nc(-c3ccccc3C)n2c1=O,-1%
CCOC(=O)c1c(C)[nH]c(C)c1C(=O)COC(=O)C1CCCN1S(=O)(=O)c1ccccc1F (stereo not given),1%
O=C1CCCN1C(=O)CCC(=O)N1CCCC1=O,-2%
Cc1onc(-c2ccccc2Cl)c1C(=O)Nc1cccc(-c2nc3ncccn3c2C)c1,-7%
CN(C)/C=C1\C(=O)c2ccc(N(C)C)nc2CC1c1ccccc1 (stereo not given),0%
O=C1CS/C(=N\C(=O)N2c3ccccc3Sc3ccccc32)N1,-2%
CSC(N)=NCCC[C@@H](N)C(=O)O,0%
Cc1ccccc1-c1cncnc1N1CCN(C)CC1,14%
CC(C)c1ccc2oc(=O)cc(CN3CCN(c4ccc(F)cc4)CC3)c2c1,-5%
O=C(CCCn1c(SCC(=O)NCC2CCCO2)nc2ccccc2c1=O)NCC1CCCO1 (stereo not given),-4%
COc1ccc(OCCSc2ncnc3nc[nH]c23)cc1,11%
Cc1sc2nc(CN3CCN(S(=O)(=O)c4cccc5nonc45)CC3)[nH]c(=O)c2c1C,0%
CCN(CCNC(=O)C1CCCN(Cc2nc(-c3ccc(OC)cc3)oc2C)C1)c1ccccc1 (stereo not given),-4%
N=c1c(C(=O)NCc2ccc(F)cc2)cc2c(=O)n3ccccc3nc2n1Cc1ccco1,-4%
COc1ccccc1-c1cncnc1Nc1ccccc1,7%
Cn1c(SCc2ccccc2F)nnc1-c1cnccn1,0%
CC(=O)Nc1cccc(Oc2cc(C#N)c(C#N)cc2N2CCOCC2)c1,0%
COc1ccccc1N1CCN(C(=O)COc2ccc(Cl)cc2)CC1,7%
CCCCn1c(N2CCC(Cc3ccccc3)CC2)nc2c1c(=O)[nH]c(=O)n2C,1%
Cc1ccccc1CN1CCN(CC(=O)NCCCN2CCN(c3ccc(F)cc3)CC2)C1=O,-2%
COc1ccc(S(=O)(=O)N(CC(=O)NC2CC2)c2ccc(C)cc2)cc1OC,-2%
CCCOc1ccc(C2C(C(=O)c3ccc(C)o3)=C(O)C(=O)N2CCCn2ccnc2)cc1 (stereo not given),-4%
N#C/C(=C(/O)COC(=O)CCC1CCCCC1)c1nc2ccccc2[nH]1,1%

# Bioassay records deposited in PubChem BioAssay by National Center for Advancing Translational Sciences (NCATS).

# The list is partial; rates above refer to the full screens.
